From PubChem
3CLpro inhibitor: SARS-CoV 3CLpro protease inhibition; hit rate 0.14% among 290,000; recombinant SARS-CoV 3CLpro, quenched FRET peptide cleavage; P0C6X7; AID 1706; inhibition, % at 6 µM; in the data active means inhibition above about 12%
Rv3671c protease: inhibitors of M. tuberculosis serine protease Rv3671c | P9WHR9 | inhibition, % at 5.96 µM | hit rate 0.048% among 320,000 | AID 2606; in the data active means inhibition above about 38%;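 further: extracellular domain of Rv3671c used as enzyme; 0% = enzyme with DMSO and 100% = no enzyme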
PfHsp40 rescue: restores yeast growth despite PfHsp40 toxicity; S. cerevisiae expressing PfHsp40, growth rescue, ATP luminescence; growth rescue, % at 12.5 µM; hit rate 0.68% among 340,000; in the data active means growth rescue above about 28%, passing the limit was not always enough;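 further: yeast W303a lacking pdr1 and pdr3 grown in galactose medium; growth measured after three days at 30 °C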
MazF activator: activators of E. coli MazEF toxin-antitoxin RNase | P0AE70 | FAM/BHQ RNA-DNA oligo cleavage fluorescence, 5 h | activation, % at 20 µM | hit rate 0.32% among 350,000; in the data active means activation above about 50%
BH1578 lux ind: induces V. cholerae light production without autoinducers; activation, % at 18.7 µM; V. cholerae BH1578 lux reporter, luminescence, 6 h; hit rate 0.16% among 350,000; AID 588436; in the data active means activation mostly above about 9.7%, no sharp cut-off; further: not every result past the cut was called active; inactives centre near 0; reference of the scale not given here
Yp Topo-I inh: inhibitors of Yersinia pestis topoisomerase I. activity, % at 10 µM. hit rate 0.064% among 360,000. AID 504884. Y. pestis Topo-I cleavage product accumulation, plate reader; in the data active means activity above about 50%, passing the limit was not always enough; further: inactives centre near 2
Anthrax LF prot: anthrax lethal factor protease inhibition | P15917 | AID 588501 | inhibition, % at 10 µM | multiplex microsphere protease cleavage assay, LF | hit rate 0.12% among 360,000; in the data active means inhibition above about 30%; further: plate controls were buffer without enzyme for full effect and enzyme alone for no effect
PriA SSB inh: blocks PriA binding to SSB C-terminal tail. hit rate 0.6% among 430,000. AID 1272365. inhibition, % at 33 µM. AlphaScreen SSBct-PriA binding, biotinylated peptide; in the data active means inhibition mostly above about 37%, no sharp cut-off; inactive means mostly below about 20%;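 further: plate controls were negative control peptide for no effect and reference peptide for full effect; strong numbers were not always called active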
DUSP3 inh: inhibitors of human VHR1 phosphatase (DUSP3); recombinant VHR phosphatase, pNPP absorbance; inhibition, % at 13.3 µM; hit rate 0.52% among 290,000; AID 1654; in the data active means inhibition above about 50%; further: some compounds called inactive have numbers as strong as hits
TcdB inh: blocks C. difficile toxin B glycohydrolase activity; P18177; TcdB glycohydrolase enzymatic assay, plate reader; inhibition, % at 9.99 µM; hit rate 0.24% among 350,000; AID 652162; in the data active means inhibition above about 10%
Target sequence (P18177 whole entry, looked up): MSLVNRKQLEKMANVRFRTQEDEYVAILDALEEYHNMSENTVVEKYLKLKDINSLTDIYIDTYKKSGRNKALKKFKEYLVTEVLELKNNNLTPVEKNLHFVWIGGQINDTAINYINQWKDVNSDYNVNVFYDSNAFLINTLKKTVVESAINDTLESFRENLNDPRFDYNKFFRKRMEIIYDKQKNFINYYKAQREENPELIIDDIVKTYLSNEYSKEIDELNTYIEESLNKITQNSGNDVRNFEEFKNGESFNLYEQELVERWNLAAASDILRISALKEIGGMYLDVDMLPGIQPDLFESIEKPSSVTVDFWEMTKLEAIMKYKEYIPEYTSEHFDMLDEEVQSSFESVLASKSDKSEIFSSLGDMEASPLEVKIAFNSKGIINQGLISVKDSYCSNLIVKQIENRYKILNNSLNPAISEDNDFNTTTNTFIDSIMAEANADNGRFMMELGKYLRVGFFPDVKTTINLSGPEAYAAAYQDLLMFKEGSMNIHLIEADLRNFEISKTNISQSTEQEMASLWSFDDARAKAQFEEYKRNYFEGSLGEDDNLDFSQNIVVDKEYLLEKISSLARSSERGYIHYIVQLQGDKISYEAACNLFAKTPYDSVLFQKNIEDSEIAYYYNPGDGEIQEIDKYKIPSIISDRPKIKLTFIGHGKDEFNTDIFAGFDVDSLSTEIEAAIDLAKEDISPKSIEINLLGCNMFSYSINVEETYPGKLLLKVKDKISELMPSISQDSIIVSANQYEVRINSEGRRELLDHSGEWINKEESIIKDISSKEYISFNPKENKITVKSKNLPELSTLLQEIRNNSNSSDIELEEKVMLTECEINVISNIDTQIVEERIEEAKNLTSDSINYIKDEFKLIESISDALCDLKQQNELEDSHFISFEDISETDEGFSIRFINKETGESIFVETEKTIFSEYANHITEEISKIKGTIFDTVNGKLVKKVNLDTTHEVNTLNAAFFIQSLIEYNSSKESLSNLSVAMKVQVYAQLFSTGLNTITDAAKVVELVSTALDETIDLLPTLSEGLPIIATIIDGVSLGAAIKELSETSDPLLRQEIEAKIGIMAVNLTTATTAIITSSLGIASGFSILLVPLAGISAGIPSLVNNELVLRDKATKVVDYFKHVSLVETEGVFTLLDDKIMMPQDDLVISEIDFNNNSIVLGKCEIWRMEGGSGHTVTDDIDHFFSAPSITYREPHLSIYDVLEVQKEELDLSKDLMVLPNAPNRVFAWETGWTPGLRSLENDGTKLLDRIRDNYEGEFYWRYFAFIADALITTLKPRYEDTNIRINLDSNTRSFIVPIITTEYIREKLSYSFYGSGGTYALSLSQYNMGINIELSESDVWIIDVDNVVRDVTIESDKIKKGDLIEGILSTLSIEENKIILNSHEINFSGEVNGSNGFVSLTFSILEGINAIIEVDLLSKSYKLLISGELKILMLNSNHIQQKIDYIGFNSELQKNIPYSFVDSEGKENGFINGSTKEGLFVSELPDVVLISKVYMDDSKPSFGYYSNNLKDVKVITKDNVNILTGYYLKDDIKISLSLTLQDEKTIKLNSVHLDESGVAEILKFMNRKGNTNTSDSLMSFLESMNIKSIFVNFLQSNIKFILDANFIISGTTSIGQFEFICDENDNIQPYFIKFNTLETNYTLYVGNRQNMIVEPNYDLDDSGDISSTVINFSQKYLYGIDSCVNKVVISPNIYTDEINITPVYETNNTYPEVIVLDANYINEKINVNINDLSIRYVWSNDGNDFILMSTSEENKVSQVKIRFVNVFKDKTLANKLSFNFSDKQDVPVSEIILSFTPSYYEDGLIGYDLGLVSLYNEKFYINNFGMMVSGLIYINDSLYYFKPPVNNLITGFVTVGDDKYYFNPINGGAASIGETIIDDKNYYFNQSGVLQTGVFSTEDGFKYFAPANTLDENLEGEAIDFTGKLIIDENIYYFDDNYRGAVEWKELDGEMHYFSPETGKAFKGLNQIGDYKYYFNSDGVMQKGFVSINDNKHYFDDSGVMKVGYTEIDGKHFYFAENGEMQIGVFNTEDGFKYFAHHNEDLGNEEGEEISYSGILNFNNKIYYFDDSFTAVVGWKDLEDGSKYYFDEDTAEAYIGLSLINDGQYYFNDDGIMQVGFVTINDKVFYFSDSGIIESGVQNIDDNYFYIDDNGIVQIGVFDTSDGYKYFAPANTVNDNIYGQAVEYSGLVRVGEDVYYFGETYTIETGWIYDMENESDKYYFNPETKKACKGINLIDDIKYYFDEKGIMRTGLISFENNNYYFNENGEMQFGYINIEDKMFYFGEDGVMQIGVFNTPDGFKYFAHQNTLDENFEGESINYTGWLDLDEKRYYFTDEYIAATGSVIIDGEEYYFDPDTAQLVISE
* hit, by the source's call; i = inactive; / = not tested or not shown. The list is partial, so the mix of outcomes need not match the whole.

SMILES	3CLpro inhibitor	Rv3671c protease	PfHsp40 rescue	MazF activator	BH1578 lux ind	Yp Topo-I inh	Anthrax LF prot	PriA SSB inh	DUSP3 inh	TcdB inh
O=C(OCC(=O)c1cccs1)c1ccc(NC(=O)c2ccco2)cc1	3.0	-13.2	-1.1	3.0	-0.4	0.6	-18.2	7.4	-5.6	/
C=CCn1c(CNc2ccccc2)nnc1SCC(=O)N/N=C/c1ccc(O)cc1O	0.7	3.1	0.6	-3.7	i	-6.9	-1.7	/	37.9	/
O=C(NCc1ccc2c(c1)OCO2)C1CC(=O)N(CCc2ccccc2)C1 (stereo not given)	-3.8	6.2	-1.6	12.6	-0.1	4.0	-1.9	-2.5	33.5	-0.8
CCOC(=O)c1c(NC(=O)C2Cc3ccccc3C(=O)O2)sc2c1CCCC2 (stereo not given)	/	1.6	0.9	-4.8	-0.3	1.0	6.2	-17.6	/	0.4
CN(C)c1ccc(N2C(=NC(=O)CCc3ccccc3)SC3CS(=O)(=O)CC32)cc1 (stereo not given)	3.0	2.6	-0.9	7.4	2.6	-5.8	-4.4	-5.7	3.7	-1.1
COc1ccc(OC)c(NC(=O)CS(=O)(=O)c2ccccc2)c1	1.6	-3.4	-0.1	4.5	-0.3	3.4	-3.2	6.7	7.2	/
CCN(CC)c1ccc(N2C(=NC(=O)C3CCCO3)SC3CS(=O)(=O)CC32)cc1 (stereo not given)	-3.7	-1.9	0.6	17.4	i	-7.0	0.1	4.0	-0.7	2.7
O=C(CCN1C(=O)c2ccccc2C1=O)Nc1cccnc1	0.3	-4.6	-1.3	9.9	i	3.4	-0.1	-0.9	-5.3	/
CCn1cc(C(=O)O)c(=O)c2cnc(N3CCN(C(=S)NC(=O)c4ccccc4Cl)CC3)nc21	-2.6	0.8	/	2.0	/	/	/	-30.4	13.1	/
O=C1c2cccnc2Nc2ccccc2N1CCCF	-1.2	-0.9	0.1	14.5	-0.9	0.5	-2.8	-17.1	4.8	/
COc1cccc2cc(C(=O)Nc3ccccc3C)/c(=N/NS(=O)(=O)c3ccccc3)oc12	-2.3	4.8	-0.4	9.2	-5.3	-1.6	-0.9	/	32.7	1.6
COc1ccc(C2CC(=O)Nc3cc(OC)c(OC)cc32)cc1Br (stereo not given)	3.8	/	-1.7	2.5	-1.5	5.6	/	-3.1	9.2	1.2
CCOC(=O)N1CCC(NC(=O)c2cnn3ccccc23)CC1	1.5	6.1	-0.6	9.4	/	3.5	-2.0	-6.2	36.3	-0.1
O=C(O)/C=C/c1ccc2noc(-c3ccccc3)c2c1	4.4	-4.0	-1.4	-1.4	-0.2	-1.7	3.9	-1.3	-11.2	1.6
CCCOc1cccc(C(=O)N(Cc2cccs2)C2CCS(=O)(=O)C2)c1 (stereo not given)	0.9	-6.7	0.2	-8.4	i	2.3	-3.8	-19.8	24.4	/
O=C(CN1C(=O)COc2ccc(Cl)cc21)N1CCOCC1	1.8	5.2	0.0	-1.5	2.2	2.5	1.2	7.8	27.9	0.3
Cc1cc(C)cc(NS(=O)(=O)c2csc(C(N)=O)c2)c1	3.3	5.2	-0.4	6.3	-0.5	6.4	-1.0	-9.6	20.6	0.8
CCOC(=O)C1CCCN(C(=O)c2cn(C)c(=O)c3cc(OC)c(OC)cc23)C1 (stereo not given)	1.4	-9.4	12.0	4.7	-16.7	2.0	3.3	-7.1	30.5	/
CC(C)CCn1cnc2c(sc3nc4c(cc32)CSC(C)(C)C4)c1=O	0.9	-7.7	7.1	10.0	-0.7	3.1	1.6	-7.0	41.8	1.1
Cc1c(Cc2ccccc2)c(=O)oc2c(C)c(OCC(=O)NCc3ccccn3)ccc12	-0.1	-7.3	-0.9	-18.5	-0.2	-5.2	-4.0	10.4	10.8	-0.1
Cc1cccc(Cc2c(C)nc3nc(SCC(=O)NCc4ccco4)nn3c2C)c1	2.8	5.4	2.1	-1.6	3.2	23.7	0.0	-1.2	27.1	/
COc1ccc(/C=N/NC(=O)c2ccc(-n3cnnn3)cc2)cc1	/	/	-0.4	-5.2	-1.2	9.8	-0.5	/	/	0.6
Cc1ccc(C)c(OCCC(=O)N2CCN(S(=O)(=O)c3cc(C)ccc3C)CC2)c1	/	-2.3	1.7	-1.8	i	33.7	-3.6	-9.4	/	0.9
Cc1ccc(OCCC(=O)OCC(=O)N2CCN(S(=O)(=O)c3ccc(C)cc3C)CC2)cc1	/	6.5	1.7	0.7	-0.9	-9.5	-0.4	-2.2	/	1.3
CC(C)n1cc(C(=O)NC2CC(C)(C)Cc3c2cnn3-c2ccccc2)cn1 (stereo not given)	-4.7	-4.4	1.2	-0.5	i	9.6	1.5	-2.7	47.7	-6.8
O=C(NCc1cccnc1)C1CCC(c2ccc(Cl)cc2)CC1 (stereo not given)	-2.9	-0.6	4.4	-8.9	0.1	8.8	-3.0	-13.3	13.6	0.1
Cc1cccc(-c2nc3ccccc3c(=O)n2NC(=O)/C=C/c2ccc([N+](=O)[O-])cc2)c1	6.5	-16.4	1.6	4.0	-0.2	-10.1	1.3	-18.7	-25.9	1.6
CN1C(=O)C2(NC(=O)c3ccccc3N2C)c2ccccc21 (stereo not given)	3.2	-3.9	1.5	0.4	-0.4	-7.2	-5.6	-8.1	7.4	0.8
Cc1ccc(NC(=O)OCCNC(=O)OC(C)C)cc1	0.5	3.9	0.8	6.0	-0.3	3.9	-6.4	-9.7	-5.3	0.4
COc1ccc2c3c(cccc13)C(=O)CC2	-1.4	/	3.4	i	i	7.2	-5.6	-7.8	24.4	2.5

Among those listed so far, 2 contain a furan ring, fused or not.
SMILES	3CLpro inhibitor	Rv3671c protease	PfHsp40 rescue	MazF activator	BH1578 lux ind	Yp Topo-I inh	Anthrax LF prot	PriA SSB inh	DUSP3 inh	TcdB inh
O=C(OCC(=O)c1cccs1)c1ccc(NC(=O)c2ccco2)cc1	3.0	-13.2	-1.1	3.0	-0.4	0.6	-18.2	7.4	-5.6	/
Cc1cccc(Cc2c(C)nc3nc(SCC(=O)NCc4ccco4)nn3c2C)c1	2.8	5.4	2.1	-1.6	3.2	23.7	0.0	-1.2	27.1	/

Random excerpt: four records from the list.
SMILES	3CLpro inhibitor	Rv3671c protease	PfHsp40 rescue	MazF activator	BH1578 lux ind	Yp Topo-I inh	Anthrax LF prot	PriA SSB inh	DUSP3 inh	TcdB inh
CCOC(=O)C1CCCN(C(=O)c2cn(C)c(=O)c3cc(OC)c(OC)cc23)C1 (stereo not given)	1.4	-9.4	12.0	4.7	-16.7	2.0	3.3	-7.1	30.5	/
Cc1cc(C)cc(NS(=O)(=O)c2csc(C(N)=O)c2)c1	3.3	5.2	-0.4	6.3	-0.5	6.4	-1.0	-9.6	20.6	0.8
CCOC(=O)N1CCC(NC(=O)c2cnn3ccccc23)CC1	1.5	6.1	-0.6	9.4	/	3.5	-2.0	-6.2	36.3	-0.1
CC(C)n1cc(C(=O)NC2CC(C)(C)Cc3c2cnn3-c2ccccc2)cn1 (stereo not given)	-4.7	-4.4	1.2	-0.5	i	9.6	1.5	-2.7	47.7	-6.8

The list goes on.
SMILES	3CLpro inhibitor	Rv3671c protease	PfHsp40 rescue	MazF activator	BH1578 lux ind	Yp Topo-I inh	Anthrax LF prot	PriA SSB inh	DUSP3 inh	TcdB inh
Cc1c(C=O)c2ccccc2n1Cc1ccccc1F	2.9	-4.2	1.2	6.6	-0.5	17.0	-3.9	-14.1	30.7	0.9
Nn1c(CSc2ccccn2)nc2ccccc2c1=O	0.0	0.5	-0.6	-0.4	i	15.4	4.7	-1.7	33.3	/
O=C(N/N=C/c1cc([N+](=O)[O-])ccc1O)c1c[nH]c2ccccc12	0.5	9.3	-0.2	4.6	-0.4	-16.6	-2.8	/	8.4	3.3
Cc1cc(NC(=O)C(C)C)ncc1NC(=O)c1ccccn1	1.6	8.7	1.1	3.6	-0.5	-5.1	0.5	8.0	13.8	-0.6
COc1ccc(CN2C(=O)NC(=O)/C(=C\c3ccc(OC)c(OC)c3OC)C2=O)cc1	1.6	-8.2	-0.6	6.6	0.4	1.5	-1.9	1.1	24.9	-0.5
CN(C)S(=O)(=O)c1cccc(NC(=O)COc2ccc3ccccc3c2)c1	/	-25.5	5.5	-5.2	0.8	7.7	-11.1	-0.8	/	1.3
CC(C)N(C)c1ncnc2c1ncn2[C@H]1CN(C2CCCC2)C[C@@H](CO)O1	/	/	/	/	i	6.7	2.0	/	/	1.1
Nc1ncnc2c1ncn2[C@@H]1O[C@H](CNC(=O)[C@@H](N)Cc2ccccc2)[C@@H](O)[C@H]1O	/	/	0.3	13.8	-1.0	-9.3	-2.5	-7.0	/	0.5
Cc1ccc(-n2c(-c3ccccc3)n[nH]c2=S)c(C)c1	2.5	-4.4	-0.6	-6.2	2.3	12.0	-10.9	3.6	-6.8	0.9
CC(=O)c1ccc(NC(=O)C2CCCN2S(=O)(=O)c2ccc(F)cc2)cc1 (stereo not given)	0.8	0.7	-0.2	13.1	-0.4	-0.7	-4.0	-1.0	-16.1	0.7
COc1ccc(N2C(=O)c3ccc(NC(C)=O)cc3C2=O)cc1	-4.2	-3.6	-1.0	5.4	-1.6	4.1	-2.1	-11.1	29.9	/
C/C(=N\NC(=O)c1ccn(C)n1)c1ccc(NC(=O)C2CCCC2)cc1	5.5	-9.1	0.8	3.2	-0.4	3.9	-1.1	/	-2.2	/
CCCC(=O)Nc1ccc2c(c1)nc(CN1CCN(C(C)=O)CC1)n2C	-3.7	-3.0	-1.1	6.6	i	-5.8	-11.6	-6.9	31.5	/
CCc1cnc(Nc2nc(C(N)Cc3ccc(Cl)cc3)cs2)nc1 (stereo not given)	/	/	/	/	i	-4.4	-0.8	/	/	1.6
O=S1(=O)CCC(NC(=S)N2CCCCC2)C1 (stereo not given)	5.5	3.4	0.1	-3.1	i	-5.5	-0.9	4.4	-4.1	0.5
FC(F)Sc1ccc(N=C2NN=C(c3ccc4c(c3)OCCO4)CS2)cc1	-0.3	-1.7	1.1	11.8	-0.4	-10.2	3.0	36.4	10.5	/
Cc1ccccc1C(=O)NNC(=O)C12CC3CC(CC(C3)C1)C2	3.9	-11.2	0.7	7.2	i	2.8	0.5	-2.1	23.4	0.2
COc1ccc(-n2nc3cc(C)c(NC(=O)c4cccnc4)cc3n2)cc1	2.2	-0.8	3.7	18.7	i	4.2	-0.2	-15.7	0.0	/
Oc1ccccc1C=NN=C1c2ccccc2-c2ccccc21	/	/	-0.4	-3.8	i	-2.7	-1.4	-8.4	/	0.3
COc1ccc(CNc2nc(-c3cccnc3)nn2C(=O)C(C)C)cc1	1.0	/	-0.5	-30.2	-0.5	17.1	-2.3	-12.9	-6.8	1.2
COc1ccc(-n2c(Cc3cc(=O)[nH]c(=O)[nH]3)nnc2SCC(=O)N2CCC(C)CC2)cc1	-3.2	-4.0	-0.7	5.3	-0.4	3.5	3.3	-16.9	19.0	1.2
COc1cccc(NC(=S)N(Cc2cccc(Br)c2)CC2CCC(C(=O)O)CC2)c1 (stereo not given)	3.5	-8.3	1.0	-29.9	-0.1	4.9	2.2	-7.7	25.1	9.3
O=C(CN1CCN(C(=O)c2ccc(OCc3cn4ccccc4n3)cc2)CC1)Nc1cccc(F)c1	/	1.4	1.7	3.4	i	32.5	-7.4	-10.2	/	-0.1
CC(=O)N1c2ccc(S(=O)(=O)NCCC(=O)NCc3ccc(N(C)C)cc3)cc2CC1C (stereo not given)	2.3	4.7	-0.9	2.6	i	3.1	-2.7	6.3	12.8	-2.9
O=C(NN1C(=O)C2C3C=CC(O3)C2C1=O)c1ccccc1 (stereo not given)	2.7	-2.9	-1.7	3.3	1.9	8.7	1.2	-2.0	2.7	2.0
COc1ccc(CN2CCc3ccccc3C2)c(OC)c1OC	-2.5	-3.5	-0.7	8.5	1.1	-8.4	9.4	-4.9	47.0	/
COc1ccc(CN2CCC(C(=O)NC(c3ccc4c(c3)OCO4)c3ccccn3)CC2)cc1 (stereo not given)	/	/	/	/	-0.6	7.9	-7.4	/	/	4.0
c1ccc(NC2=Nc3cccc4cccc2c34)cc1	-1.8	-4.4	0.8	5.3	-0.4	0.5	-0.9	31.3	15.5	2.6
CCC(=O)c1ccc(OCc2ccc(C(=O)c3ccccc3)cc2)cc1	-2.1	2.0	0.1	-3.0	-0.7	17.5	-3.5	-5.6	16.6	-1.5
CSCCC(N=CC1=C(O)CC(C)(C)CC1=O)C(=O)O (stereo not given)	-2.4	-9.9	0.0	-3.3	-0.7	-9.7	-3.6	-15.9	-16.1	/
